MsrA inh: inhibitors of bovine MsrA. inhibition, % at 15.5 µM. purified bovine MsrA, absorbance read-out. actives 0.75% (n = 360,000); in the data active = inhibition above about 4.5%;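 note: 0% = vehicle wells with enzyme and 100% = reference inhibitor wells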
LMPTP inh: blocks human LMPTP phosphatase. recombinant LMPTP-A, OMFP fluorogenic substrate, fluorescence intensity. inhibition, % at 20 µM. actives 0.22% (n = 360,000). AID 651560;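 active = compounds that cut the enzyme signal by at least half of the control window in the single-dose screen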;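 note: plate controls were DMSO wells with enzyme plus substrate for no effect and substrate without enzyme for full effect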
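test system = LMPTP-A | amount = 0.625 nM LMPTP-A final | reagent = fluorogenic phosphatase substrate OMFP at 400 µM final | incubation = 50 min at room temperature | benchmarks = no-enzyme low control, uninhibited high control | medium = Bis-Tris pH 6.0, DTT, detergent | signal = fluorescence intensity of OMFP turnover product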
DNMT1 inh: inhibitors of human DNMT1; DNMT1 molecular beacon, Hinp1I cleavage, fluorescence; AID 588458; inhibition (reported as % activation of signal), % at 10 µM; actives 0.83% (n = 360,000); in the data active = inhibition above about 50%
Target sequence (P26358 504-1616 limits assumed): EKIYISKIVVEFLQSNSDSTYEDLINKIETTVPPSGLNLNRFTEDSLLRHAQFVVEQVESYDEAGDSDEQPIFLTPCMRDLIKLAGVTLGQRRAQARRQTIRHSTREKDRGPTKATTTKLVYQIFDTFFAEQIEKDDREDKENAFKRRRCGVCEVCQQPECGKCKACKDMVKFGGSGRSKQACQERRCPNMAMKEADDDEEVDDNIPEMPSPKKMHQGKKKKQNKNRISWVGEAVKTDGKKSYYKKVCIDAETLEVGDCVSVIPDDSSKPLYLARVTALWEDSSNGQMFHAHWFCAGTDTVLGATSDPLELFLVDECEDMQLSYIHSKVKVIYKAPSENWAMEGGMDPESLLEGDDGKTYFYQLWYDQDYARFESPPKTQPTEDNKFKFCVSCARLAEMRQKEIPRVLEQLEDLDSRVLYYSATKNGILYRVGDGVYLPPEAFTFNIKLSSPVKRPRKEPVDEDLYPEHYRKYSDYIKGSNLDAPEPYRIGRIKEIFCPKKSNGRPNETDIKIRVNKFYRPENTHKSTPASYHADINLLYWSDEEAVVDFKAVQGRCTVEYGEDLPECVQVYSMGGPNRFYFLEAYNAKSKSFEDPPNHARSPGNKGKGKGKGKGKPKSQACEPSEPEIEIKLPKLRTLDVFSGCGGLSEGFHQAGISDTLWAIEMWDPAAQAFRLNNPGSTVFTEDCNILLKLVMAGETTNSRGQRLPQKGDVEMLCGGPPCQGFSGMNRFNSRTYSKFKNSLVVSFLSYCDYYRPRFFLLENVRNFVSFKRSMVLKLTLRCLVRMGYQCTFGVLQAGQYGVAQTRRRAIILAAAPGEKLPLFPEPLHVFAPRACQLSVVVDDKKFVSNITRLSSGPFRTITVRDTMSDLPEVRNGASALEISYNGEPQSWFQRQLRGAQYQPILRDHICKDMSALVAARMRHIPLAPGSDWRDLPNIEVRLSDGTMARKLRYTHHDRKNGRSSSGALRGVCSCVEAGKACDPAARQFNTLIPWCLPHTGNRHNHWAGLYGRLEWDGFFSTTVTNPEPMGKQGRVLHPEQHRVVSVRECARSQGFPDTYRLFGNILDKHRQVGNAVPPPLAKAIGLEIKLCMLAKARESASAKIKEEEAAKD
Scp1 inh: Scp-1 (human) phosphatase inhibition | inhibition, % at 20 µM | Recombinant Scp1, phosphopeptide, malachite green phosphate absorbance | actives 0.88% (n = 340,000) | Q9GZU7 | AID 493091;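 active = inhibition above about 50% at 20 µM, limit read from the data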;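 note: plate controls were DMSO wells with enzyme for no effect and wells lacking enzyme for full effect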
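Test system: SCP-1 phosphatase catalytic domain, residues 76-261; measured by: colorimetric phosphate reagent with accelerator and stabiliser, absorbance at 630 nm; timing: enzyme reaction 45 min at room temperature, colour 5 min, stabilisation 30 min; also added: Phosphorylated 17-residue peptide substrate; compound dosing: one concentration, 20 µM, with 1.0% DMSO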
STEP inh: inhibitors of human striatal-enriched phosphatase STEP; recombinant STEP, OMFP fluorogenic substrate, fluorescence; inhibition, % at 20 µM; P54829; actives 0.25% (n = 360,000); AID 588621;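 active = inhibition at 20 µM, scaled per plate between control wells, above about 37%, limit read from the data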;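 note: 0% = DMSO with enzyme and substrate and 100% = substrate only without enzyme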
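System: STEP phosphatase, cell-free reaction; Buffer or medium: Bis-Tris pH 6.0 buffer with DTT, detergent; Incubation: 20 min at room temperature, dark; Measured by: fluorescence, 480/540 nm.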
eLon inh: E. coli protease La inhibition. AID 602123. inhibition, % at 7.94 µM. P0A9M0. actives 0.42% (n = 360,000). purified E. coli Lon protease, fluorescence polarization; in the data active = inhibition above about 13%, passing the limit was not always enough;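 note: 0% = enzyme with probe and DMSO and 100% = no enzyme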
NRP1-CendR mod: NRP-1/CendR interaction modulation; inhibition, % at 25 µM; FAM-RPARPAR peptide binding to NRP-1, fluorescence polarization; O14786; actives 0.85% (n = 360,000); AID 602438;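 active = inhibition or corrected inhibition above about 18%, plus a signal ratio from 0.5 to 1.5, limit read from the data, passing the limit was not always enough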; note: strong numbers were not always called active
Tb MetRS inh: blocks T. brucei methionyl-tRNA synthetase activity; inhibition, % at 11.9 µM; AID 624268; purified T. brucei MetRS, ATP depletion, Kinase-Glo luminescence; actives 0.4% (n = 360,000);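 active = inhibition above a per-plate cutoff of the control wells' mean inhibition plus 3 SD, cut at about 5.5% in these data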;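 note: 0% = DMSO wells median and 100% = median of wells with control inhibitor compound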
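Material – parasite MetRS enzyme · Medium – HEPES-MgCl2-KCl buffer plus DTT, spermine, BSA, pyrophosphatase · Reagent – ATP, methionine and E. coli bulk tRNA substrates · Times – 15 min enzyme-compound preincubation, 2 h reaction, 10 min detection, 25 °C · Measured by – luminescence of leftover ATP · Evaluation – percent inhibition relative to median high and low control wells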
MsrA act: activates bovine MsrA enzyme. purified bovine MsrA, absorbance read-out. activation, % at 10.6 µM. actives 0.3% (n = 360,000). AID 602163; in the data active = activation above about 7.5%;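 note: 0% = vehicle and 100% = reference activator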
SUMO1-SIM PPI: alters human SUMO1 binding to SIM partners; actives 0.33% (n = 360,000); SUMO1 binding to a labelled peptide, TR-FRET, 1 h; inhibition, % at 20 µM; P63165; in the data active = inhibition above about 37%
Active calls of the source: *; & = joins results of further samples. Random draw from the library, and some 4.3% of all compounds hit somewhere here.

Screening COC(=O)C1=C(C)N(c2ccccc2)/C(=C/c2cccs2)C1=O returned LMPTP inh -1.4, DNMT1 inh 3, Scp1 inh -4, STEP inh 3, eLon inh -15, NRP1-CendR mod -18, Tb MetRS inh -0.8, MsrA act -4 and SUMO1-SIM PPI -13.
`Cc1cc(C(=O)NNC(=O)c2sccc2C)c(C)o1` gave MsrA inh -0.7, LMPTP inh -1.6, DNMT1 inh 4, Scp1 inh 3, STEP inh -2, eLon inh -5, NRP1-CendR mod -1, Tb MetRS inh -0.3, MsrA act 2 and SUMO1-SIM PPI 0.
COc1ccccc1C(=O)Nc1nnc(SCC(=O)NCc2ccco2)s1 was read as LMPTP inh -1.2, DNMT1 inh 2, Scp1 inh -2, STEP inh 0, eLon inh -11, NRP1-CendR mod 0, Tb MetRS inh -0.4, MsrA act -3 and SUMO1-SIM PPI 3.
COc1ccc(CSc2nc(C)[nH]c2[N+](=O)[O-])cc1[N+](=O)[O-] was read as MsrA inh 3.2, LMPTP inh 0.5, DNMT1 inh 0, Scp1 inh -4, STEP inh 2, eLon inh -2, NRP1-CendR mod -5, Tb MetRS inh -0.8, MsrA act -3 and SUMO1-SIM PPI -21.
`Cc1ccc2cc(/C=N/NC(=O)CN3CCOCC3)c(Cl)nc2c1` gave MsrA inh 5.0*, LMPTP inh 0.9, DNMT1 inh 2, Scp1 inh -2, STEP inh -5, eLon inh -12, NRP1-CendR mod 2, Tb MetRS inh -0.6, MsrA act -3 and SUMO1-SIM PPI -19.
For COc1ccc(CNC(=O)CN(C(=O)c2snc(C(N)=O)c2N)c2cccc(F)c2)cc1 the results were MsrA inh -0.5, LMPTP inh -1.3, DNMT1 inh 1, Scp1 inh -7, STEP inh 0, eLon inh 4, NRP1-CendR mod 5, Tb MetRS inh 0.2, MsrA act -3 and SUMO1-SIM PPI -7.
For COc1cc(C(=O)OCC(=O)Nc2cc(S(=O)(=O)N3CCOCC3)ccc2C)ccc1OCC(C)C the results were MsrA inh -0.6, LMPTP inh 0.6, DNMT1 inh 7, Scp1 inh -7, STEP inh 4, eLon inh -12, NRP1-CendR mod 2, Tb MetRS inh -0.4, MsrA act -4 and SUMO1-SIM PPI 2.
`O=C(CC1C[C@H](C(=O)N2CCOCC2)[C@@]2(CCC3CCCC3)c3[nH]c4ccccc4c3CCN2C1=O)NCC12CC3CC(CC(C3)C1)C2` (stereo partly specified) gave MsrA inh 1.2, LMPTP inh 4.1, DNMT1 inh -22, Scp1 inh 0, STEP inh 2, eLon inh 7, NRP1-CendR mod 0, Tb MetRS inh -0.4, MsrA act 1 and SUMO1-SIM PPI -1.
`Cc1ccc(C)c(NC(=O)CN(C)C(=O)c2cccc(S(=O)(=O)N3CCCC3)c2)c1` gave MsrA inh 1.2, LMPTP inh -1.4, DNMT1 inh 3, Scp1 inh -3, STEP inh -1, eLon inh -5, NRP1-CendR mod -4, Tb MetRS inh 0.1, MsrA act -6 and SUMO1-SIM PPI -3.
Cc1ccc(NC(=S)N2CCN(S(=O)(=O)c3ccc(C)cc3)CC2)cc1 was read as MsrA inh -0.1, LMPTP inh 0.8, DNMT1 inh 3, Scp1 inh 0, STEP inh 2, eLon inh -1, NRP1-CendR mod 12, Tb MetRS inh -0.3, MsrA act -4 and SUMO1-SIM PPI 2.
Screening O=c1[nH]c(C2CCN(S(=O)(=O)c3ccccc3C(F)(F)F)CC2)nc2c1nnn2Cc1ccccc1 returned MsrA inh 1.9, LMPTP inh 2.6, DNMT1 inh -3, Scp1 inh 4, STEP inh 0, eLon inh 4, NRP1-CendR mod 6, Tb MetRS inh -1.1, MsrA act -9 and SUMO1-SIM PPI 6.
For CC(C)CCN1C(=O)c2ccccc2C1C(=O)NCc1cccnc1 (stereo unspecified) the results were MsrA inh -1.0, LMPTP inh -0.5, DNMT1 inh 1, Scp1 inh -7, STEP inh 0, eLon inh -4, NRP1-CendR mod 6, Tb MetRS inh 0.4, MsrA act -1 and SUMO1-SIM PPI 1.
`O=S1(=O)N[C@@H](Cc2ccccc2)COc2cccc(N3CCC[C@@H]3CO)c21` gave MsrA inh 1.1, LMPTP inh 1.1, eLon inh 2, NRP1-CendR mod 5, Tb MetRS inh -0.9, MsrA act -10 and SUMO1-SIM PPI 1.
`CC(OC(=O)C1=COCCO1)C(=O)NC1CCCCC1C` (stereo unspecified) gave MsrA inh 0.9, LMPTP inh -0.9, DNMT1 inh 2, Scp1 inh 0, STEP inh -3, eLon inh -1, NRP1-CendR mod 4, Tb MetRS inh 0.0, MsrA act 1 and SUMO1-SIM PPI 5.
Screening O=C(NCC(=O)N1CCN(c2ccccc2O)CC1)c1ccc2ccccc2c1 returned MsrA inh -0.2, LMPTP inh 3.1, DNMT1 inh -12, Scp1 inh 0, STEP inh 2, eLon inh -7, NRP1-CendR mod 5, Tb MetRS inh 0.1, MsrA act -5 and SUMO1-SIM PPI -7.
`O=C(NC(=S)Nc1cccc(O)c1)c1cncc(Br)c1` gave MsrA inh 0.8, LMPTP inh -0.1, DNMT1 inh 1, Scp1 inh -14, STEP inh -2, eLon inh -4, NRP1-CendR mod 2, Tb MetRS inh 1.0, MsrA act 0 and SUMO1-SIM PPI -3.
Screening Cc1ccc2c(c1)N(CC(=O)NCCCN1CCCCC1)C(=O)CO2 returned MsrA inh -0.4, LMPTP inh -2.3, DNMT1 inh 3, Scp1 inh -4, STEP inh 1, eLon inh -11, NRP1-CendR mod 4, Tb MetRS inh -0.1, MsrA act -1 and SUMO1-SIM PPI 1.
`CCCOC(=O)c1cc(=O)[nH]c2ccccc12` gave MsrA inh 0.9, LMPTP inh 0.5, DNMT1 inh 5, Scp1 inh 0, STEP inh -1, eLon inh 3, NRP1-CendR mod 10, Tb MetRS inh -0.5, MsrA act 0 and SUMO1-SIM PPI -8.
`COc1cc(NC(=O)c2nccn2C)cc(C(=O)Nc2cccc(C(F)(F)F)c2)c1` gave MsrA inh -0.1&-0.8, LMPTP inh 1.6&-0.9, DNMT1 inh 11&7, Scp1 inh -1, STEP inh -1&0, eLon inh -2&-22, NRP1-CendR mod -13&-2, Tb MetRS inh -0.3&-0.2, MsrA act 0&-3 and SUMO1-SIM PPI 1&-1.
Cc1ccc(NS(=O)(=O)c2c(C)[nH]c(C)c2C(=O)N2CCCC2)cc1Cl was read as MsrA inh -0.9, LMPTP inh 1.5, DNMT1 inh -2, Scp1 inh 5, STEP inh 0, eLon inh 1, NRP1-CendR mod 2, Tb MetRS inh 4.0, MsrA act -10 and SUMO1-SIM PPI -2.
CC(c1ccccc1)N1CC(C(=O)N2CCN(c3ccccc3)CC2)CC1=O (stereo unspecified) was read as MsrA inh -0.2, LMPTP inh -0.3, DNMT1 inh -3, Scp1 inh -3, STEP inh -5, eLon inh -9, NRP1-CendR mod -5, Tb MetRS inh 0.2, MsrA act -2 and SUMO1-SIM PPI -5.
Screening O=S(=O)(c1ccc2c(c1)OCCO2)N1CCN(S(=O)(=O)c2c(F)cc(F)cc2F)CC1 returned MsrA inh 0.2, LMPTP inh 2.2, DNMT1 inh 3, Scp1 inh -6, STEP inh 0, eLon inh -11, NRP1-CendR mod 2, Tb MetRS inh -0.6, MsrA act -1 and SUMO1-SIM PPI 3.
`C=CCOc1ccc(C2C(C#N)=C(N)N(N(C)C)C3=C2C(=O)CCC3)cc1` (stereo unspecified) gave MsrA inh 3.3, LMPTP inh 0.0, DNMT1 inh -4, Scp1 inh -4, STEP inh 0, eLon inh -6, NRP1-CendR mod -6, Tb MetRS inh -0.5, MsrA act -2 and SUMO1-SIM PPI 1.
COc1ccccc1NC(=O)c1ccc(-c2ccccc2[N+](=O)[O-])o1 was read as MsrA inh 0.1, LMPTP inh 3.7, DNMT1 inh -22, Scp1 inh -15, STEP inh 2, eLon inh -7, NRP1-CendR mod -2, Tb MetRS inh -0.7, MsrA act -3 and SUMO1-SIM PPI -2.
CC1=C(C(=O)N2CCCCCC2)CC(CC(=O)NC2CCCC2)C(=O)N1Cc1ccc(C(C)(C)C)cc1 (stereo unspecified) was read as MsrA inh -1.2, LMPTP inh 0.0, eLon inh -1, NRP1-CendR mod -11, Tb MetRS inh -0.4, MsrA act -1 and SUMO1-SIM PPI -2.
`CCCn1c(SCC(=O)NCc2ccc3c(c2)OCO3)n[nH]c1=O` gave MsrA inh 0.4, LMPTP inh -0.4, DNMT1 inh 2, Scp1 inh -2, STEP inh -3, eLon inh -13, NRP1-CendR mod 3, Tb MetRS inh -0.1, MsrA act 0 and SUMO1-SIM PPI 3.
`O=C(N/N=C/C=C\c1ccccc1[N+](=O)[O-])c1cccs1` gave MsrA inh 2.3, LMPTP inh -1.1, DNMT1 inh 0, Scp1 inh 4, STEP inh 0, eLon inh -5, NRP1-CendR mod 1, Tb MetRS inh -0.9, MsrA act -8 and SUMO1-SIM PPI -20.
For O=[N+]([O-])c1cc(Cl)cc(C2=NCCN2)c1 the results were MsrA inh 0.3, LMPTP inh -0.2, DNMT1 inh 1, Scp1 inh 5, STEP inh 2, eLon inh -3, NRP1-CendR mod -18, Tb MetRS inh -1.2, MsrA act 5 and SUMO1-SIM PPI -25.
Screening Cc1ccn(C(=O)c2cc3c(C)nn(-c4ccccc4)c3s2)n1 returned LMPTP inh -1.0, DNMT1 inh 10, Scp1 inh -4, STEP inh 0, eLon inh 3, NRP1-CendR mod 28*, Tb MetRS inh -1.5, MsrA act -6 and SUMO1-SIM PPI -3.
Cc1ccc(OCC(=O)Nc2ccc(S(=O)(=O)N(C)C3CCN(C)CC3)cc2)c(C)c1 was read as MsrA inh -0.4, LMPTP inh -1.5, DNMT1 inh 1, Scp1 inh -4, STEP inh 2, eLon inh -6, NRP1-CendR mod 4, Tb MetRS inh -0.3, MsrA act -2 and SUMO1-SIM PPI -1.
Screening COc1ccc(OC(=O)N(C)C[C@@H]2OCc3cn(nn3)CCCC(=O)N([C@H](C)CO)C[C@H]2C)cc1 returned MsrA inh 0.3, LMPTP inh -1.7, DNMT1 inh 3, STEP inh 0, eLon inh -7, NRP1-CendR mod 8, Tb MetRS inh 0.1, MsrA act -1 and SUMO1-SIM PPI 3.

Nothing new here: an excerpt of the list.
`O=C(NC(=S)Nc1cccc(O)c1)c1cncc(Br)c1` gave MsrA inh 0.8, LMPTP inh -0.1, DNMT1 inh 1, Scp1 inh -14, STEP inh -2, eLon inh -4, NRP1-CendR mod 2, Tb MetRS inh 1.0, MsrA act 0 and SUMO1-SIM PPI -3.
Screening Cc1ccc2c(c1)N(CC(=O)NCCCN1CCCCC1)C(=O)CO2 returned MsrA inh -0.4, LMPTP inh -2.3, DNMT1 inh 3, Scp1 inh -4, STEP inh 1, eLon inh -11, NRP1-CendR mod 4, Tb MetRS inh -0.1, MsrA act -1 and SUMO1-SIM PPI 1.

Compound activity (PubChem BioAssay)
